ATG4B inhibitor = blocks human ATG4B protease cleavage of LC3 substrate; Q9Y4P1; ATG4B cleavage of LC3-PLA2, NBD-HPC fluorescence, 1 h; inhibition, % at 8.33 µM; 0.51% of 340,000 active; in the data active means inhibition above about 40%
Target sequence (Q9Y4P1 whole entry, looked up): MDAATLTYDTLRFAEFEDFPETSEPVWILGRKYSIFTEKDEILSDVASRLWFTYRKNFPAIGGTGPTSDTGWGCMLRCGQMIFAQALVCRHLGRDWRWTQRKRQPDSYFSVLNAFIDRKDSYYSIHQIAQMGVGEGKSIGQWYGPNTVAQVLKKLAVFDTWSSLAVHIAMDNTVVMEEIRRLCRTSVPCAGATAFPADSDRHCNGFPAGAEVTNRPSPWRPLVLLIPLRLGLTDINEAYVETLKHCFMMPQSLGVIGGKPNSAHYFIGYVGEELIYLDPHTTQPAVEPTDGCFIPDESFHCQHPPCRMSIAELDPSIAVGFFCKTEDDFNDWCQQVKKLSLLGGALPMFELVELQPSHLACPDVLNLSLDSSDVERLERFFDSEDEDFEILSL
hIAP inh = human IAP inhibition | inhibition, % at 10 µM | 0.12% of 330,000 active | AID 2544 | purified IAP, CDP-Star luminescence, 30 min | P09923;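 active means inhibition reaching a set limit with compound at 10 µM in the primary screen, cut at about 35% in these data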;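 further: plate controls were DMSO wells with enzyme for no effect and no-enzyme buffer wells for full effect; values of inactives mirror those of a sister screen read the other way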
Target sequence (P09923 whole entry, looked up): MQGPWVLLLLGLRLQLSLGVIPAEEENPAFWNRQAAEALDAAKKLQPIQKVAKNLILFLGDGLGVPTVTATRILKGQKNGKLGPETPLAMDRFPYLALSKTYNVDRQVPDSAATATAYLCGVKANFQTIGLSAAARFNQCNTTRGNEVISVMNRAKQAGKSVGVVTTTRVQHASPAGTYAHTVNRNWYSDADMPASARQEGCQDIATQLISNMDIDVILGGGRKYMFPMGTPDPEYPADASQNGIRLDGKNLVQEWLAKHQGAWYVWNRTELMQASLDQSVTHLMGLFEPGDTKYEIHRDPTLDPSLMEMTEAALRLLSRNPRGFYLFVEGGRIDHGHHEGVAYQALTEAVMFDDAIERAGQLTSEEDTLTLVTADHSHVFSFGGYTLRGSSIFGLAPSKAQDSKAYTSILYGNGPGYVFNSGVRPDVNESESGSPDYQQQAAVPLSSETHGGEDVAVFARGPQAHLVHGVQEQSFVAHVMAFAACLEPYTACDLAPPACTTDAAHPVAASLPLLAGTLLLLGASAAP
hIAP act = increases human intestinal alkaline phosphatase activity; purified human IAP, CDP-Star luminescence, 30 min; stronger effect = higher value; 1 = vehicle-only enzyme, 0 = enzyme-free background; P09923; 0.16% of 330,000 active; activation factor at 10 µM;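 active means activation factor of the enzyme at least 2-fold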; further: the source names both 10 and 20 µM as test concentration; values of inactives mirror those of a sister screen read the other way
A3A deaminase = blocks human APOBEC3A ssDNA deamination; 0.41% of 330,000 active; recombinant A3A, FAM/TAMRA ssDNA deamination fluorescence; P31941; AID 493011; inhibition, % at 20 µM;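 active means at least 40% inhibition at 20 µM here, with at most 30% in a related deaminase screen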;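 further: plate controls were A3A with DMSO for no effect and wells lacking A3A enzyme for full effect; some results filed as inactive read as strong as hits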
HKDC1 inhibitor = HKDC1 (human) hexokinase inhibition | recombinant HKDC1, G6PDH/diaphorase resazurin coupled fluorescence | Q2TB90 | inhibition, % at 20 µM | 0.16% of 340,000 active | AID 493160;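 active means inhibition above about 35% when tested at 20 µM, limit read from the data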;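 further: plate controls were DMSO wells with enzyme for no effect and DMSO wells lacking enzyme for full effect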
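Assay system – recombinant HKDC1 (HK5) hexokinase enzyme, produced in-house · Input – HKDC1 at 5 µg/mL · Reagent – glucose plus 1 mM ATP as hexokinase substrates · Timing – 90 min reaction incubation at room temperature, dark · Measured by – G6PDH/diaphorase-coupled fluorescence, 1 mM NADP, 100 µM resazurin, 525/613 nm · Benchmarks – DMSO-enzyme wells negative, buffer-substituted wells positive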
mIAP inh = mouse IAP inhibition. purified mouse IAP, CDP-Star luminescence, 30 min. 0.2% of 330,000 active. inhibition, % at 10 µM;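 active means inhibition of at least 40% at 10 µM in the primary screen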;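 further: plate controls were DMSO with enzyme for no effect and no enzyme wells for full effect; values of inactives mirror those of a sister screen read the other way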
mIAP act = increases mouse intestinal alkaline phosphatase activity | muIAP, CDP-Star luminescence, 30 min; stronger effect = higher value; 1 = vehicle-only enzyme signal, 0 = enzyme-free wells | activation factor at 10 µM | 0.24% of 330,000 active | AID 2805;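 active means activation factor of at least 2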; further: the source names both 10 and 20 µM as test concentration; values of inactives mirror those of a sister screen read the other way
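also added = chemiluminescent substrate CDP-Star | test system = mouse IAP enzyme | signal = chemiluminescence readout | compound = DMSO-dissolved test compounds | incubation = 30 min at room temperature | benchmarks = DMSO wells, no-enzyme wells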
PfG6PD inh = PfG6PD (Plasmodium falciparum) enzyme inhibition; PfGluPho enzyme, NADPH resazurin-diaphorase fluorescence; inhibition, % at 20 µM; 0.78% of 350,000 active; AID 504690;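 active means inhibition reaching at least a set limit at 20 µM in the primary screen, cut at about 59% in these data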;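 further: 0% = DMSO wells with substrate and 100% = DMSO wells lacking glucose-6-phosphate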
* = called active by the depositor; . = not tested or not shown.

SMILES	ATG4B inhibitor	hIAP inh	hIAP act	A3A deaminase	HKDC1 inhibitor	mIAP inh	mIAP act	PfG6PD inh
COCC(=O)Nc1nnc(-c2cccs2)s1	-12	2	0.98	-4	3	6	0.94	-12
COc1ccc(Cl)cc1NC(=O)N(C)Cc1c(C)nn(C)c1C	10	2	0.98	3	-11	4	0.96	-11
CCCCOc1ccc(C(=O)N/C(=C/C=C/c2ccccc2)C(=O)NCCO)cc1	-20	14	0.85	-2	-1	7	0.93	-5
O=C(COc1ccc(Cl)cc1)Nc1ccccc1C(=O)NCc1ccco1	-12	0	1	-2	-11	5	0.95	1
COc1ccc(C(=O)C2CCCN(C(=O)c3cc(C(C)C)no3)C2)cc1F (configuration not stated)	-9	2	0.98	-2	11	7	0.93	2
Oc1ccccc1C=Nc1cccc2ccccc12	6	19	0.81	-6	8	7	0.93	18
CCc1cc(C(=O)N2CCCC(CCC(=O)NCc3cccc(OC)c3)C2)no1 (configuration not stated)	-2	-7	1.1	-1	3	-8	1.1	0
Cc1csc(NC(=O)CSc2nnc3c4ccccc4nc(C(C)(C)C)n23)n1	3	7	0.93	-5	-11	1	0.99	14
O=C1CCC(C(=O)N2CCCCCC2)CN1CCc1ccc(Cl)cc1 (configuration not stated)	-12	-6	1.1	-6	-1	4	0.96	4
CCC(=O)NC(c1ccccc1Cl)c1c(O)ccc2ccccc12 (configuration not stated)	-9	-1	1	3	1	-5	1	36
Cc1ccc(C2NCCS2)cc1 (configuration not stated)	-3	-3	1	0	-5	-10	1.1	9
CC1(C)CC(=O)C=C(NCCN2CCN(C(=S)NC3CCCCC3)CC2)C1	3	9	0.91	-1	-2	4	0.96	-9
CCOC(=O)N1CCN(S(=O)(=O)c2ccc(C(=O)N(CCCN(C)C)c3nc4ccc(CC)cc4s3)cc2)CC1	-11	0	1	2	-3	12	0.88	-3
COCCN(Cc1cc2ccc(C)c(C)c2nc1Cl)C(=O)N1CCOCC1	-1	2	0.98	0	-7	-12	1.1	8
Cc1ccc(-n2c(=O)[nH]cc(C(=O)N3CCc4ccccc43)c2=O)cc1C	-9	-19	1.2	-5	-1	-27	1.3	-8
CCn1c(/C=C/c2ccc(O)c(O)c2)nc2ccccc2c1=O	4	21	0.79	2	3	12	0.88	20
COc1cccc(CCNC(=O)CCc2nnc(Cc3cc(OC)ccc3OC)o2)c1	-6	-8	1.1	-3	0	-6	1.1	9
CC(C)c1ccc(S(=O)(=O)Nc2ccc(-n3cnnn3)cc2)cc1	-3	-5	1.1	-4	0	7	0.93	-17
Cc1ccc(C(=O)CNc2ccc(C)c(Cl)c2)cc1	6	-1	1	4	-3	-5	1	-13
Cc1c(C)c(C)c(C(=O)CCc2cccc(NC(=O)CCC(=O)O)c2)c(C)c1C	21	6	0.94	-1	3	5	0.95	-29
CCc1nn(CC(=O)NCCc2ccc(OC)cc2OC)c(=O)c2cc3occc3n12	-3	-9	1.1	-4	-6	-3	1	15
O=C1CC(N2CCN(Cc3ccc4c(c3)OCO4)CC2)C(=O)N1c1cccc(Cl)c1 (configuration not stated)	-8	-9	1.1	-4	-2	10	0.9	8
CC(=O)NC(=S)Nc1ccc(NC(=S)NC(=O)/C=C/c2ccco2)cc1	-6	10	0.91	-6	-1	15	0.85	3
COc1ccc(/C(=C\Nc2ccc(C)c(C)c2)C(C)=O)cc1OC	-2	-1	1	1	-6	8	0.92	-2
Cc1nn(C)cc1S(=O)(=O)Nc1ccccc1Br	9	-30	1.3	4	-7	-4	1	-7
Cc1ccc(-n2c(SCC(N)=O)nnc2-c2ccc(S(=O)(=O)N3CCCCC3)cc2)c(C)c1	-5	12	0.88	-1	-5	12	0.88	2
Cc1ccc2nc(N3CCN(C(=O)c4ccco4)CC3)c3nncn3c2c1	-6	-4	1	0	8	5	0.95	11
Cc1ccc(/C=N/NC(=O)Cc2cccn2C)cc1	1	-16	1.2	1	-3	6	0.94	-1
Cc1c(CN(C)C)c2c(n1C)C(=O)c1ccc(Br)cc1-2	-4	3	0.97	3	18	7	0.93	3
CC(C)NC(=O)NCCCCCCS(C)=O (configuration not stated)	-6	-8	1.1	4	0	-8	1.1	-6
CCCCNC(=O)C1CCN(S(=O)(=O)N2CCCCCC2)CC1	5	-16	1.2	3	-7	-1	1	-12
CCOC(=O)c1c(NC(=O)c2ccco2)sc(C(=O)N2CCCC2)c1C	-13	-16	1.2	-3	4	4	0.96	12
Cn1c(SCC(=O)c2ccc3c(c2)OCCO3)nnc1C(F)(F)F	-5	6	0.94	-4	1	-2	1	-1
O=C1N/C(=C/c2ccco2)C(=O)N1Cc1ccccc1F	6	-1	1	5	-1	4	0.96	-11
NC(N)=NC(N)=Nc1ccccc1	-3	-2	1	-2	-10	-6	1.1	1
CC(=O)Nc1cccc(NC(=O)CSc2nnc(Cc3cccn3C)n2CCc2ccccc2)c1	5	4	0.96	-5	-9	-6	1.1	-6
COc1ccc(NC(=O)c2ccc3c(c2)C(=O)N(CC2CCCO2)C3=O)cc1 (configuration not stated)	-6	3	0.97	0	-2	0	1	20
O=C(O)COc1ccccc1/C=N/Nc1ccc(S(=O)(=O)N2CCOCC2)cc1[N+](=O)[O-]	4	0	1	-6	-3	2	0.98	-4
CC(NC(=O)C1CC2CCCC(C1)C2=O)c1ccccc1 (configuration not stated)	5	6	0.94	-2	1	0	1	-15
CNC(=O)COC(=O)/C=C/c1cccs1	11	-13	1.1	3	2	-11	1.1	-7
CC(=O)c1cccc(NC(=O)CCS(=O)(=O)c2cccc3nsnc23)c1	-9	-7	1.1	0	6	8	0.92	35
NS(=O)(=O)c1ccc(CNS(=O)(=O)Cc2ccc(Cl)cc2)cc1	0	16	0.84	-3	-2	3	0.97	-8
CC(=O)c1c(C)[nH]c(C(=O)OCc2cc(=O)n3cc(Br)ccc3n2)c1C	-4	2	0.98	16	2	0	1	23
COc1cccc(C(=O)NC(=S)Nc2ccccc2N2CCCCC2)c1	1	5	0.95	-2	9	13	0.87	5
COc1ccccc1NC(=O)C1CCCN(c2ncnc3c2nc2n3CCCCC2)C1 (configuration not stated)	-2	-27	1.3	1	-1	0	1	-2
Cc1ccc(-c2nn(CC(=O)NCc3ccco3)c(=O)c3ccccc23)cc1	-5	9	0.91	4	5	0	1	-20
CCN(CCCNC(=O)CCC(=O)N1CCOc2ccccc21)Cc1ccccc1	3	7	0.93	-1	-6	-6	1.1	-16
CC(=O)NC1=NC(=O)CS1	5	9	0.91	-7	-3	-5	1	-9
Cc1nc(Nc2ccc(Cl)cc2)c2oc3ccccc3c2n1	27	-4	1	-1	-1	-5	1.1	7
Cc1cc(C)n(C(=O)c2cc(F)c(F)cc2C)n1	-6	5	0.95	-1	-13	8	0.92	-5
CCCC(c1nnnn1Cc1ccc2c(c1)OCO2)N1CCC(C(N)=O)CC1 (configuration not stated)	-2	-7	1.1	-2	4	-11	1.1	-24
CC(C)Cn1c(=O)c(C(=O)Nc2ccccc2S(N)(=O)=O)c(O)c2ccccc21	15	-2	1	-1	-9	16	0.84	1
CCOc1ccc(C2c3[nH]c4ccccc4c3C[C@H]3C(=O)N(C4CCN(Cc5ccccc5)CC4)CC(=O)N23)cc1OC (some centres not stated)	18	6	0.94	1	-1	-2	1	13
Cc1nc2cc3ccccc3cc2c(=O)[nH]1	3	15	0.85	1	4	4	0.96	14
CN(c1ccccc1C(=O)O)S(=O)(=O)c1ccc2c3c(cccc13)C(=O)N2	21	10	0.9	15	7	46*	0.54	1
O=C(CCCC(=O)N(CC(=O)NC1CCCC1)C1CCCC1)Nc1ccccn1	-1	-9	1.1	-1	-6	5	0.95	-16
COc1ccc(NC(=O)CSc2nnc(-c3ccc(C)cc3)n2N)cc1	-12	3	0.97	-1	-7	3	0.97	3
Cc1ccc(C)c(OCCNc2ccc([N+](=O)[O-])cn2)c1	-5	3	0.97	0	-4	6	0.94	10
C=CCNC(=O)C1CC(=O)N(c2ccc(OCC(=O)Nc3ccc(CC)cc3)cc2)C1 (configuration not stated)	-1	-21	1.2	-5	0	-8	1.1	0
C[C@H]1CN([C@@H](C)CO)C(=O)Cc2cc(NC(=O)C3CC3)ccc2O[C@H]1CN(C)Cc1ccc(Oc2ccccc2)cc1	13	4	0.96	-3	0	0	1	24

An excerpt from above in order of molar mass, lowest first.
SMILES	ATG4B inhibitor	hIAP inh	hIAP act	A3A deaminase	HKDC1 inhibitor	mIAP inh	mIAP act	PfG6PD inh
COc1ccc(NC(=O)CSc2nnc(-c3ccc(C)cc3)n2N)cc1	-12	3	0.97	-1	-7	3	0.97	3
NS(=O)(=O)c1ccc(CNS(=O)(=O)Cc2ccc(Cl)cc2)cc1	0	16	0.84	-3	-2	3	0.97	-8
CN(c1ccccc1C(=O)O)S(=O)(=O)c1ccc2c3c(cccc13)C(=O)N2	21	10	0.9	15	7	46*	0.54	1
O=C(CCCC(=O)N(CC(=O)NC1CCCC1)C1CCCC1)Nc1ccccn1	-1	-9	1.1	-1	-6	5	0.95	-16
CC(C)Cn1c(=O)c(C(=O)Nc2ccccc2S(N)(=O)=O)c(O)c2ccccc21	15	-2	1	-1	-9	16	0.84	1
C[C@H]1CN([C@@H](C)CO)C(=O)Cc2cc(NC(=O)C3CC3)ccc2O[C@H]1CN(C)Cc1ccc(Oc2ccccc2)cc1	13	4	0.96	-3	0	0	1	24

New compounds follow
SMILES	ATG4B inhibitor	hIAP inh	hIAP act	A3A deaminase	HKDC1 inhibitor	mIAP inh	mIAP act	PfG6PD inh
CN1CCN(Cc2nc(N)nc(Nc3ccc4c(c3)OCCO4)n2)CC1	-12	-13	1.1	1	2	-14	1.1	3
CCCOc1ccc(N2C(=O)CC(N3CCC(O)(c4cccc(C(F)(F)F)c4)CC3)C2=O)cc1 (configuration not stated)	-7	-24	1.2	1	-9	1	0.99	3
CCc1cc(Cn2nc(-c3ccccc3)cc2C(=O)NCc2ccccc2OC)on1	2	2	0.97	-5	-2	-159	2.6*	13
CC(C)(C)C(=O)/C(=C\c1ccc([N+](=O)[O-])cc1)n1cncn1	.	-5	1	2	.	1	0.99	.
CCOc1ccc(C(=O)OC(C)C(=O)N2CCN(Cc3ccccc3)CC2)cc1 (configuration not stated)	-25	2	0.98	1	-7	3	0.97	6
Cc1ccc(COc2ccc(/C=N/NC(=O)CN3CCCCC3)cc2)cc1	10	-13	1.1	-4	13	5	0.95	-10
CCn1ccnc1CN(C)C(=O)C1CCC(=O)N(CCc2cccc(F)c2)C1 (configuration not stated)	-2	9	0.91	-2	-5	3	0.97	-1
O=C(O)c1cccc(N2C(=O)c3cccc(Oc4ccc(Cl)cc4)c3C2=O)c1	-7	-11	1.1	-4	-1	-4	1	-23
O=C(NNS(=O)(=O)c1ccccc1)c1cccnc1	-3	-1	1	-5	-6	-6	1.1	-11
C/C(=N/NS(=O)(=O)c1ccc(C)cc1C)c1c[nH]c2ccccc12	-12	-4	1	-4	2	-3	1	0
COc1cc(/C=N/NC(=O)c2ccc(CN3c4cccc5cccc(c45)S3(=O)=O)cc2)cc(OC)c1O	-4	-4	1	-4	-7	9	0.91	-5
COc1cccc(C(=O)NCCNC(=O)c2cnccn2)c1	-1	1	0.99	-5	-4	1	0.99	-5
Cc1ccc(NC(=O)CSc2nnc(Cc3ccccc3)o2)c(C)c1	-2	-4	1	-1	-9	4	0.95	8
O=C(CSc1nnc(COc2ccccc2)o1)Nc1nccs1	3	5	0.95	-4	-14	21	0.79	-31
NC(=O)CC(NC(=O)c1ccccc1)c1ccc(NC2CCCCC2)c([N+](=O)[O-])c1 (configuration not stated)	6	0	1	3	-4	13	0.87	-10
